HEK293 tox: HEK 293 cell cytotoxicity; HEK 293 viability, ATP luminescence (CellTiter-Glo), 48-72 h; Potency, µM (highest dose often 115 µM), inactives show top-dose activity change, negative = cytotoxicity, hits mostly inhibitors; 94,000 tested, 6.6% active; further: potency means the concentration at half of the fitted maximal effect; nearly all actives have a fitted effect of over 60% in size
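250 HEK 293 cells/well; compound by pintool; incubated 48 or 72 hr at 37 degree Celsius; CellTiter-Glo added, 10 min RT, luminescence imaged.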
SNCA expr inhib: reduces expression of the alpha-synuclein gene; Potency, µM (highest dose often 57.2 µM), without a hit: top-dose activity change, negative = inhibition, hits mostly inhibitors; HEK-293 SNCA-luciferase knock-in, luminescence, 24 h; 140,000 tested, 0.17% active;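 further: potency means the concentration at half of the fitted maximal effect; plate controls were DMSO cells for no effect and cell-free wells for full effect; nearly all actives have a fitted effect of over 45% in size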
FLuc inh: Photinus pyralis luciferase inhibition. P08659. purified P. pyralis luciferase, luminescence, biochemical. Potency, µM (top dose mostly 115 µM), without a hit: at the highest dose activity change, negative = inhibition, usual class: inhibitors. 76,000 tested, 2.5% active. AID 1347043; further: potency means the concentration at half of the fitted maximal effect; nearly all actives have a fitted effect of over 65% in size
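Purified P. pyralis luciferase (10nM final) in 50mM Tris acetate pH 7.5, 10mM Mg acetate, 0.01% Tween-20, 0.05% BSA with 10uM D-luciferin and 10uM ATP. Compounds titrated qHTS. Luminescence imaged on CCD.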
HEK293 viab: counter-screen for SNCA expression inhibitors: cell viability. Potency, µM (top dose mostly 57.1 µM), inactives show at the top dose activity change, negative = cytotoxicity, actives largely listed as cytotoxic. HEK-293-SNCA-luc viability, GF-AFC fluorescence, 24 h. 150,000 tested, 0.12% active;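 further: potency means the concentration at half of the fitted maximal effect; 0% = DMSO-treated cells and -100% = medium-only wells without cells; nearly all actives have a fitted effect of over 30% in size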
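Cytotoxicity counterscreen: after 24 h compound treatment of genome-edited SNCA-luciferase HEK-293 cells, live-cell protease substrate GF-AFC read by fluorescence after 30 min; activity scaled between DMSO (0%) and medium-only (-100%), curves Hill-fitted.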
GPT2 inhibitor: inhibitors of human GPT2 alanine aminotransferase; Q8TD30; Recombinant GPT2, coupled pyruvate oxidase/HRP Amplex Red fluorescence; Potency, µM (top dose mostly 57.7 µM), for inactives: top-dose activity change, negative = inhibition, hits mostly inhibitors; 100,000 tested, 0.25% active; further: potency means the concentration at half of the fitted maximal effect; nearly all actives have a fitted effect of over 60% in size; many of its hits are not listed in these tables
Target sequence (Q8TD30 whole entry, looked up): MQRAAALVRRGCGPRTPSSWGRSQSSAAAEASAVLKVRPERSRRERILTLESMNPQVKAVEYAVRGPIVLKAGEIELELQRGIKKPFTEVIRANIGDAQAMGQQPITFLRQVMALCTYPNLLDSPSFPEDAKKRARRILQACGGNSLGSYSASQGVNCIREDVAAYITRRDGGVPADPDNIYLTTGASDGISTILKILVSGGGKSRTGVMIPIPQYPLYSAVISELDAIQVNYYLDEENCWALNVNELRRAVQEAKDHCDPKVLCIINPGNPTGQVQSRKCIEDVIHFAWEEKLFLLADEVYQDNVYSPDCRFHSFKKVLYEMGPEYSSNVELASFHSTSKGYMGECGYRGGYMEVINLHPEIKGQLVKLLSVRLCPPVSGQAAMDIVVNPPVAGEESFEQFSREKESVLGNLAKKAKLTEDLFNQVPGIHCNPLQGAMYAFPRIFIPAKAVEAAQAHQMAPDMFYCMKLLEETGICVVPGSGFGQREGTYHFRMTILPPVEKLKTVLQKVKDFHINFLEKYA
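Fluorescence read-out: pyruvate from GPT2 turnover coupled to pyruvate oxidase, HRP and Amplex Red (0.2mM ThPP, 0.2U/mL PO and HRP, 50uM Amplex final). Substrates 250uM a-KG, 2mM L-alanine; enzyme 10ng/uL; 30 min RT.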
NIH3T3 tox: cytotoxic compounds in NIH 3T3 cells. Potency, µM (series often up to 96.7 µM), inactives show at the top dose activity change, negative = cytotoxicity, most hits filed as inhibitors. 94,000 tested, 4.3% active. AID 1345082. NIH 3T3 viability, CellTiter-Glo ATP luminescence, 48-72 h; further: potency means the concentration at half of the fitted maximal effect; nearly all actives have a fitted effect of over 55% in size
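ATP-dependent luminescence (CellTiter-Glo) served as the viability signal for NIH 3T3 cells treated with compound for 48 or 72 hr at 37 °C.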
IP6K1 inhibitor: IP6K1 kinase inhibition; IP6K1 kinase, ADP-Glo luminescence, 2 h; hits give low values; activity change, % (series mostly up to about 58 µM); Q92551; AID 1645851; 140,000 tested, 0.81% active; in the data active means activity change below about -25%
Target sequence (Q92551 whole entry, looked up): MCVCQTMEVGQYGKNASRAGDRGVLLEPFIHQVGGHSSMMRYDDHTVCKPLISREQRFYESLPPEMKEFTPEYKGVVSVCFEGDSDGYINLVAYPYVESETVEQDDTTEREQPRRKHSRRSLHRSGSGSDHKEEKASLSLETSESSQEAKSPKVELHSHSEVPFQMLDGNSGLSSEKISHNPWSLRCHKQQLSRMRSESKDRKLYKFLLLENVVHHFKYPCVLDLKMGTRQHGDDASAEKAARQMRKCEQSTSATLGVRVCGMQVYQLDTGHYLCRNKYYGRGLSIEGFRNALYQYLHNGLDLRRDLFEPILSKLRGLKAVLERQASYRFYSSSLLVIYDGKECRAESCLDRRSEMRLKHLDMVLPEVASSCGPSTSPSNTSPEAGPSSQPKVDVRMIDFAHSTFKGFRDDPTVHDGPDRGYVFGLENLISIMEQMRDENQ
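ADP-Glo luminescence measures ADP made by human IP6K1 during a 2 h RT reaction with ATP/IP6 (mix at 1.3 mM/130 uM); top library doses 57.5 and 19.1 uM final.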
The depositor's hits bear a star; i = inactive; u = inconclusive; x = not tested or not shown; [ ] = dose if it differs, or a comment. Unless noted, the call rests on the fitted dose curve; in most records, active means well fitted curve in the direction sought with a large enough effect; inconclusive means small, poorly fitted or top-dose-only effect, or another doubt; inactive means no such curve, though single readings can be large; an effect the other way counts as inactive or inconclusive. Unless noted, on the % scale 0 is the no-effect control and ±100 the full control effect.

SMILES	HEK293 tox	SNCA expr inhib	FLuc inh	HEK293 viab	GPT2 inhibitor	NIH3T3 tox	IP6K1 inhibitor
NC(C(=O)N[C@@H]1C(=O)N2C(C(=O)O)=C(Cl)CS[C@H]12)c1ccccc1 (some centres undefined)	x	-24.8%	x	1.4%	-8.3%	x	x
CN(C)c1cccc(C(=O)N2CCNc3cnc(Nc4ccc(N5CCOCC5)cc4)nc3C2)c1	u	4.8%	-29.4%	3.3%	2µM*	-25.9%	-1.8
COc1ccc(CN2CCC(C3CCNC3)CC2)c(OC)c1 (centres undefined)	-1.8%	12.2%	-4.6%	-9.7%[12.5 µM]	i	-10.4%	-4.0
CC(=O)Nc1ccc(C2(C(=O)O)CCC2)cc1	3.3%	u	-10.1%	-6.9%	2.7%	-4.4%	10.7
CN(C)C(=O)c1cccnc1OC1CCN(C(=O)Cc2ccc(Cl)cc2)C1 (centres undefined)	u	u	-3.7%	-4.3%	-8.3%	-11.4%	14.2
Cc1ccc(CNC(=O)c2c(C)noc2-c2ccc3c(c2)OCO3)o1	-29.0%	-15.7%	-8.9%	5.8%	-1.5%	-27.3%	-10.7
COc1ccc(S(=O)(=O)n2nc(-c3ccco3)nc2NCc2ccc(N(C)C)cc2)cc1	x	4.8%	x	0.2%	x	x	-9.0
CNC(=O)[C@H]1C[C@H](Oc2ccccc2)CN1S(=O)(=O)c1cn(C)cn1	-9.0%	u	0.0%	3.2%	i	u	1.2
CC1=Nc2cc(C(=O)NC3CCCC3)ccc2Sc2ccc(C)cc21	x	u	x	-26.4%	x	x	20.4
COc1ccccc1C(=O)NC(=O)Nc1ccc(-c2cc(C(F)(F)F)nn2-c2ccccc2)cc1	x	u	x	1.9%	x	x	10.5
Cc1ccc(-c2nc3ccccc3[nH]2)cc1NC(=O)COc1cccc(C)c1C	x	-12.1%	x	3.2%	x	x	8.8
Cc1ccccc1Nc1c(-c2ccccc2)nc2cccc(C)n12	x	-0.6%	x	-1.6%	x	x	14.5
COc1ccc(-c2cn(-c3ccc(C)cc3)c(S(=O)(=O)CC(=O)Nc3ccccc3)n2)cc1	x	81.1%[activator]	x	-24.6%	x	x	-15.0
Cc1cccnc1CNC[C@H]1O[C@@H]2C[C@@H](CC(=O)NC(C)C)O[C@@H]2[C@@H]1O	i	3.2%[87.6 µM]	0.0%[172 µM]	4.6%[87.6 µM]	3.2%[88.5 µM]	i	-23.2
Cc1ccc(C)c(NC(=O)Cn2c(=O)c(-c3noc(C)n3)c3n(c2=O)CCCCC3)c1	6.6%	-4.1%	4.4%	-6.5%	-5.9%	-11.6%	-7.1
CC(=O)N1CCN(C(=O)c2cccnc2)C[C@H]1C(=O)N[C@@H](CC1CCCCC1)C(N)=O	1.6%[172 µM]	-21.3%[87.6 µM]	7.7%[172 µM]	1.9%[87.6 µM]	i	0.7%[138 µM]	-5.0
CN(Cc1cc(-c2ccncc2)no1)C(=O)CCc1cc2n(n1)CCCNC2	-3.9%	-28.2%	-1.0%	0.1%	u	-2.8%	0.1
COc1ccc(CC(=O)N[C@@H]2CN(c3ccccn3)C[C@H]2CN(C)C)cc1OC	-0.9%	6.4%	4.2%	6.2%	i	-6.8%	16.0
Clc1cccc(-n2ncc3c(NC4CCCCC4)ncnc32)c1	x	-75.9%	x	-29.0%	x	x	26.7
COC(=O)C1=C(C)N=C2SC=C(CC(=O)NC3CC3)N2C1c1ccc(C(C)C)cc1 (centres undefined)	u	-4.6%	-11.2%	11.4%	-6.1%	-12.5%	-4.6
Cc1cc(N2CCC(c3[nH]ncc3Cc3ccccc3)CC2)nc(N)n1	u	-15.8%	8.4%	-4.4%	1.2%[11.5 µM]	u	-0.2
O=[N+]([O-])c1cccc2[nH]c(CNc3nc(N4CCOCC4)nc4c3ncn4-c3ccsc3)nc12	x	x	x	-45.2%	i	x	15.7
O=C(C1CCCN1C(=O)c1ccccc1Cl)N1CCC(N2CCOCC2=O)CC1 (centres undefined)	-6.1%	1.6%	x	-3.8%	-6.2%	i	7.9
CC(=O)OC(C)(C)/C=C/C(=O)[C@](C)(O)C1[C@H](O)C[C@@]2(C)[C@@H]3CC=C4[C@@H](C[C@H](O[C@@H]5O[C@H](CO)[C@@H](O)[C@H](O)[C@H]5O)C(=O)C4(C)C)[C@]3(C)C(=O)C[C@]12C (some centres undefined)	x	x	x	u	u	x	10.8
CC(=O)c1ccc(N2CCN(C(=O)C3CCN(S(=O)(=O)c4cn(C)cn4)CC3)CC2)cc1	x	u	x	3.3%	x	x	0.9
CCOC(=O)C1CCN(C(=O)c2ccc3nnc(C(C)(C)C)n3c2)CC1	-22.0%	2.9%	x	-15.5%[12.5 µM]	i	-26.3%	15.2
O=C(C1CCC(N2Cc3cccn3C2=O)CC1)C1CCN([S+](=O)([O-])c2cccs2)CC1 (centres undefined)	-22.9%	3.5%	x	2.1%	-17.5%	-27.3%	8.5
COc1cc(C(=O)Nc2ccc3nc4n(c(=O)c3c2)CCCCC4)cc(OC)c1OC	x	31.3%[activator]	x	-8.7%	x	x	-2.7
Cc1ccc(Cn2c(CNC(=O)Cc3cccc([N+](=O)[O-])c3)nc3cccnc32)cc1	x	1.6%	x	-26.4%	x	x	-8.3
COc1cccc2cc(-c3nnc(Nc4ccccc4C)s3)c(=O)oc12	x	140.9%[activator]	x	0.0%	x	x	1.1
CCOc1ccc(NC(=O)Cn2cc(C(=O)c3ccc(OCC)cc3)c(=O)c3cc4c(cc32)OCCO4)cc1	x	17.3%	x	-10.6%	x	x	7.0
C[C@]1(CO)[C@H]2Cc3sc(NC(=O)c4c(F)cccc4F)nc3[C@@H](CC(=O)NC3CC3)[C@]2(C)CC[C@H]1O	-1.8%	-23.3%	9.0%	0.7%	-0.8%	-17.6%	-8.7
CCOc1ccc(-c2nn(CC(=O)NC3CCCC3)c3c2cnc2ccc(C)cc23)cc1	x	24.4%	x	0.5%	x	x	15.0
COC[C@H]1CCCN1Cc1nc(C2(O)CCN(C3CCC3)CC2)cs1	1.0%[172 µM]	16.1%[87.6 µM]	-4.0%[172 µM]	-3.4%[87.6 µM]	2.6%[88.5 µM]	-1.9%[174 µM]	9.1
CC(C)C(=O)N1Cc2ccccc2CC2(CCCN2CC2CCOCC2)C1 (centres undefined)	-20.0%	-11.5%	x	-5.9%	2.1%	-5.0%	0.2
O=c1c2oc3ccccc3c2n(Cc2cccc(Cl)c2)c(=O)n1Cc1ccco1	x	-2.4%	x	5.0%	x	x	11.9
O=C([C@@H]1CNC[C@H](C(=O)N2CCN(c3nccs3)CC2)C1)N1CCCC1	-17.1%	-15.8%	2.4%	-2.7%	-6.7%	-5.8%	9.2
O=C(Cn1c(=O)n(-c2ccccc2)c(=O)c2c3c(sc21)CCC3)c1ccc(F)cc1	x	28.6%	x	-16.3%	x	x	-1.4
O=c1cc(COc2ccccc2Cl)nc2scc(-c3ccccc3)n12	x	8.5%	x	-4.8%	x	x	-11.6
COc1ccc(C(=O)N2CCN(c3cc(-c4ccc(Cl)cc4)[nH]n3)CC2)cc1OC	35.5µM*	u	-21.2%	u	i	u	7.0
COc1ccccc1OC(C)C(=O)Nc1ccc(-c2nc3ccccc3s2)cc1 (centres undefined)	x	83.5%[activator]	x	4.9%	x	x	30.8
COc1ccc2[nH]c3c(c2c1)CCN(C)C31CCN(C(=O)CC(C)C)CC1	u	1.2%	4.0%	-6.9%[12.5 µM]	i	-29.1%	0.1
COC(=O)[C@@H]1Cc2ncn(C)c2CN1C(=O)C(C)(C)C	0.4%[230 µM]	14.7%[87.6 µM]	-3.1%[230 µM]	-2.0%[87.6 µM]	i	i	-6.9
Cc1ccc(NC(=O)CN2C(=O)c3ccccc3Sc3ccc(C(=O)N4CCOCC4)cc32)cc1C	x	-5.1%	x	-12.0%	x	x	-9.7
CC(C)c1noc(-c2cccn3c(CNC(=O)CCC4CCCC4)nnc23)n1	-20.6%	-4.4%	-8.8%	-5.0%	4.0%	-5.9%	10.7
CN1CC(=O)N(C2CCCNCC2)Cc2c(NCc3ccc4c(c3)OCO4)ncnc21 (centres undefined)	-20.1%	-36.3%	x	-0.1%	i	4.2%	-16.9
Cc1ccc2oc(C(=O)N[C@H]3COC[C@H]3Cc3cc(C)no3)c(C)c2c1	0.9%	-1.9%	3.4%	-6.1%	2.4%	-7.7%	-1.9
C[S+](=O)([O-])N1CCN([S+](=O)([O-])c2ccc(Cl)nc2)C(=O)C1	i	-25.1%	x	-1.2%	-9.0%	i	12.5
CCOc1ccccc1C1NC(=O)N(CC(=O)Nc2cccc(C)c2)C2=C1C(=O)OC2 (centres undefined)	u	0.5%	-5.5%	-9.6%	i	-27.6%	4.5
COc1ccc(N2C(=O)C3(CCCCC3)C2C(=O)NCCCN2CCCCC2)cc1 (centres undefined)	-12.1%	27.5%	7.4%	3.0%	-5.2%	i	-14.3
CCCCSc1nnc2c(n1)OC(C)N(C(C)=O)c1ccccc1-2 (centres undefined)	x	-16.8%	x	-1.5%	x	x	10.6
Cc1ccc(NC(=O)c2cc3c(N(C)Cc4ccccc4)nc(C)cn3n2)c(F)c1	u	-13.5%	-2.3%	8.8%	-2.0%	-25.0%	14.9
OCC1(CCCc2ccccc2)CCN(Cc2ccc(-n3cccn3)cc2)CC1	u	u	-3.1%	-13.2%	2.1%	39.8µM*	17.7
Cc1nn(-c2ccccc2)c2c1C(C)N(C1CCCN(C(=O)c3ccc(C(F)(F)F)cc3)C1)C2=O (centres undefined)	u	x	x	x	x	u	13.0
COc1ccc(CC(=O)N2CC[C@@H](CC(=O)O)[C@@H](CCN(CCN3CCOCC3)c3ccccc3)C2)cc1	-10.1%	-9.3%	0.9%	5.1%	1.7%	u	4.7
Cn1cc(CN2Cc3c(cc(N4CCOCC4)nc3-c3cccc(F)c3)C2=O)cn1	89.1µM*	0.0%[87.6 µM]	6.8%[172 µM]	5.7%[87.6 µM]	i	u	12.1
COc1cccc(CNC(=O)CCC2CCN(S(=O)(=O)c3ccc(C)cc3)CC2)c1	u	28.3%	0.0%	2.0%	-2.8%	-11.3%	33.6

Entries of single compounds from above:
COc1ccc(N2C(=O)C3(CCCCC3)C2C(=O)NCCCN2CCCCC2)cc1 (centres undefined) in the list: HEK293 tox: -12.1%; SNCA expr inhib: 27.5%; FLuc inh: 7.4%; HEK293 viab: 3.0%; GPT2 inhibitor: -5.2%; NIH3T3 tox: i; IP6K1 inhibitor: -14.3
COc1cccc(CNC(=O)CCC2CCN(S(=O)(=O)c3ccc(C)cc3)CC2)c1 in the list: HEK293 tox: u; SNCA expr inhib: 28.3%; FLuc inh: 0.0%; HEK293 viab: 2.0%; GPT2 inhibitor: -2.8%; NIH3T3 tox: -11.3%; IP6K1 inhibitor: 33.6

Assay outcomes from PubChem.
